TNAP activators = human TNAP enzyme activators, primary screen, biochemical, luminescent, no phosphate acceptor, uHTS (AID 1001). purified TNAP, luminescent activation assay, no phosphate acceptor; higher activation fold means a stronger effect. activation fold at 20 µM, or EC50 in µM where a hit was titrated. 200,000 compounds, 0.03% hits; in the data active means activation fold from about 3, or a potency from the dose series; inactive means the rest, 99 in 100 with activation fold below about 1.6; further: many of its hits are not listed in these tables
WT yeast gro inh = growth inhibition of WT yeast, mitochondrial fusion screen. mitochondrial fusion phenotypic screen, WT strain. 190,000 compounds, 2.1% hits. AID 1362. inhibition, % at 10 µM; in the data active means inhibition above about 58%; tested in S. cerevisiae
Yfh1-off respiration = enhancers of respiration in Yfh1-depleted yeast, dose response, Friedreich's ataxia, plus single-dose screen (AID 1465); S. cerevisiae Yfh1-off respiration, WST-1 reduction, 72 h; higher fold induction means a stronger effect; fold induction at 50 µM, or EC50 in µM where a hit was titrated; 220,000 compounds, 0.074% hits;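 active means fold induction of absorbance versus untreated yeast above a set limit, then at least 30% activation at any dose in follow-up; inconclusive means repeats straddling the limit, or above it without dose testing; inactive means fold induction below the set limit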;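 further: activators that raise dye reduction in frataxin-depleted yeast; strong numbers were not always called active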
XIAP antagonists = small molecules displacing peptide from XIAP – biochemical, IAP family, fluorescence polarization (AID 1018). displacement, % at 20 µM; hits with a dose series show IC50 in µM. XIAP BIR domain, fluorescence polarization peptide displacement; higher % means a stronger effect. 200,000 compounds, 0.007% hits; in the data active means displacement above about 50%; further: a part of the inactive calls stands beside numbers as strong as those of hits
human PMI inhibition = MPI enzyme activity inhibition – biochemical, fluorescence intensity, coupled assay, primary screen (AID 1209) | purified PMI enzyme, coupled fluorescence intensity; higher % means a stronger effect | inhibition, % at 20 µM; hits with a dose series show IC50 in µM | 190,000 compounds, 0.42% hits;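 further: plate controls were DMSO vehicle for no effect and wells lacking substrate for full effect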
M17LAP inhibition = P. falciparum M17LAP inhibitors, primary screen, biochemical, fluorogenic H-Leu-NHMec substrate, 1536-well (AID 1619). recombinant M17LAP, H-Leu-NHMec fluorogenic kinetic assay; higher % means a stronger effect. inhibition, % at 30 µM; hits with a dose series show IC50 in µM. 220,000 compounds, 0.38% hits;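 active means compound inhibiting the enzyme by more than half at any dose during confirmatory dose-response retesting; inconclusive means strong single-dose inhibitors picked by rank but not retested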;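 further: plate controls were full reaction with DMSO carrier for no effect and no enzyme background for full effect; strong numbers were not always called active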
human PMI inhibitors = MPI inhibition at elevated mannose 6-phosphate – biochemical, fluorescence intensity, high mannose 6-phosphate, primary screen (AID 1220). recombinant PMI enzyme, coupled fluorescence intensity; higher % means a stronger effect. inhibition, % at 20 µM; hits with a dose series show IC50 in µM. 190,000 compounds, 0.66% hits
M1AAP inhibition = P. falciparum M1AAP inhibitors, biochemical, fluorogenic H-Leu-NHMec substrate, 1536-well (AID 1445); recombinant M1AAP, H-Leu-NHMec fluorogenic kinetic assay; higher % means a stronger effect; one-dose inhibition, % at 30 µM; IC50 in µM for titrated hits; 220,000 compounds, 0.42% hits;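 active means primary inhibition above the hit cutoff, then over 50% inhibition at one or more dose response concentrations, cut at about 23% in these data, passing the limit was not always enough; inconclusive means conflicting primary data, or primary hits not chosen for dose response; inactive means low primary inhibition, or under 50% at every dose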;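 further: plate controls were DMSO full reaction for no effect and no enzyme background for full effect; strong numbers were not always called active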
LYP phosphatase = PTPN22 lymphoid phosphatase activity blockers – biochemical, fluorescence intensity, uHTS (AID 1779); recombinant LYP phosphatase, fluorescence intensity; higher % means a stronger effect; inhibition, % at 11.5 µM, or IC50 in µM where a hit was titrated; 290,000 compounds, 0.054% hits;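 further: plate controls were vehicle with enzyme for no effect and no enzyme for full effect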
WT yeast gro inh mutant strain = second read-out of WT yeast gro inh, no call of its own (marks repeat the call); inhibition, %; mitochondrial fusion phenotypic screen, mutant strain inhibition
Numbers without * were called inactive; i = inactive; ? = inconclusive; / = not tested or not shown. Unless noted, no stated cut-off is given here; in the data, active means inhibition above about 50%; inactive means the rest. Rows are unselected; any-hit rate near 3.7%.

SMILES	TNAP activators	WT yeast gro inh	WT yeast gro inh mutant strain	Yfh1-off respiration	XIAP antagonists	human PMI inhibition	M17LAP inhibition	human PMI inhibitors	M1AAP inhibition	LYP phosphatase
COC(=O)c1sc2ccccc2c1-n1cccc1C(=O)C(=O)Nc1ccccc1	1	-36	15	i	-3.1%	3%	-8%	-4%	4%	11%
Cc1c(NC(=O)c2ccc(N(C)S(C)(=O)=O)cc2)c(=O)n(-c2ccccc2)n1C	1.1	0	35	i	0.4%	-2%	0%	1%	1%	-6%
CCCn1cc(SCC(=O)NCc2ccc3c(c2)OCO3)c2ccccc21	1.1	11	5	i	-1.1%	7%	12%	8%	2%	1%
Cc1ccc(N2CC(C(=O)Nc3nnc(C)s3)CC2=O)cc1 (stereo not given)	1.1	27	-6	i	92%	10%	15%	13%	4%	0%
C=CCn1c(Cc2cccc3ccccc23)n[nH]c1=S	0.9	-6	7	i	-2.4%	0%	30%	9%	1%	-11%
COc1ccccc1NC(=O)CN1CCN(CC(=O)Nc2ccc3c(c2)OCO3)CC1	1	-6	-6	i	-5.7%	-4%	18%	-14%	9%	-8%
O=C(O)CCn1cnc2ccccc2c1=O	1.1	1	2	i	-9.3%	11%	-6%	-11%	1%	-4%
COc1ccc(/C=N/NC(=O)c2cc(OC)c(OC)c(OC)c2)cc1CN1CCc2cc(OC)c(OC)cc2C1C (stereo not given)	1.2	20	8	i	-2.9%	-5%	10%	5%	4%	-1%
COc1ccc(CN=Cc2c(C(=O)O)[nH]c3ccccc23)cc1	1.2	8	4	i	-0.3%	1%	-2%	-3%	1%	-2%
CN(C)C(=O)c1nc2ccc(Cl)cn2c1CN1CCN(c2ncccn2)CC1	1.1	-14	-10	i	-5.5%	1%	1%	2%	7%	-4%
COC(=O)N/C(C)=C1/NC(=O)c2ccccc2C(c2ccccc2)N1 (stereo not given)	1.1	-1	18	i	-9.3%	2%	0%	-2%	2%	-9%
COc1ccc(NC(=O)CSc2nnc(C3CC3)n2C)cc1	1.1	-18	-6	i	-1.8%	1%	2%	-4%	4%	-3%
C=CCn1c(SCC(=O)N2CCOCC2)nc(O)c(Cc2ccccc2)c1=O	1.1	10	-5	i	-9.0%	13%	36%	10%	1%	-2%
O=C1NCCCC1C(=O)N/N=C/c1ccccc1 (stereo not given)	1.1	2	-13	i	-0.1%	12%	12%	8%	-3%	1%
Cc1cccc2c(=O)cc(C)n(CC(N)=O)c12	/	/	/	i	/	/	12%	/	7%	-8%
Cc1nc(SCC(=O)Nc2c(C)nn(C)c2C)c2cnn(-c3ccccc3)c2n1	1.1	-7	3	i	-1.6%	1%	-9%	-4%	2%	-6%
CC1(C)Oc2nc3ccccc3n2/C1=C\C#N	1.1	-2	-4	i	-17%	3%	-4%	-1%	4%	-11%
O=S(=O)(c1cc(Cl)cc(Cl)c1)N1CCCC1c1nc2ccccc2s1 (stereo not given)	1.1	12	-15	i	-5.5%	-7%	-5%	-6%	8%	0%
CCCn1c(C)cc(=O)c2cc(NC(=O)c3ccccn3)ccc21	1.1	/	/	i	6.2%	7%	9%	6%	8%	-2%
CN1CCN(C(=O)c2c(O)c3cccc4c3n(c2=O)CC4)CC1	1.1	-5	-19	i	-6.0%	-13%	-3%	-6%	4%	-9%
COC(=O)[C@@H]1C[C@@H]2CC[C@@H](O)C[C@@H]2N1Cc1ccc(OC)cc1	/	/	/	i	/	/	1%	/	3%	-6%
CCOC(=O)C1(CCOc2ccccc2)CCN(Cc2nccn2CC)CC1	1.1	19	27	i	-0.2%	10%	-5%	5%	3%	-8%
CC[C@@H]1CC=C[C@H]2[C@H]1C(=O)N(Cc1ccccc1)[C@H]2c1ccc(OC)c(Cl)c1	/	/	/	i	/	/	-4%	/	4%	0%
CCOC(=O)c1ccc(Cl)c(S(=O)(=O)N2CCCC2)c1	1.1	6	6	i	-6.3%	-3%	3%	-1%	3%	6%
CCOC(=O)c1c(NC(=O)c2cnn3c2NC(c2cccc(OC)c2)CC3C(F)(F)F)sc2c1CCCC2 (stereo not given)	1	3	-5	i	-5.4%	8%	-2%	-5%	-1%	0%

Next section; it opens with the 2 that closed the last part.
SMILES	TNAP activators	WT yeast gro inh	WT yeast gro inh mutant strain	Yfh1-off respiration	XIAP antagonists	human PMI inhibition	M17LAP inhibition	human PMI inhibitors	M1AAP inhibition	LYP phosphatase
CCOC(=O)c1ccc(Cl)c(S(=O)(=O)N2CCCC2)c1	1.1	6	6	i	-6.3%	-3%	3%	-1%	3%	6%
CCOC(=O)c1c(NC(=O)c2cnn3c2NC(c2cccc(OC)c2)CC3C(F)(F)F)sc2c1CCCC2 (stereo not given)	1	3	-5	i	-5.4%	8%	-2%	-5%	-1%	0%
C=CCc1ccccc1OCC(=O)OCCNC(=O)c1cccnc1	1.2	-4	-54	i	-0.3%	-3%	2%	-11%	5%	4%
CN(C)/C=C(/C(=O)c1ccc(Cl)c(Cl)c1)c1nnnn1-c1ccccc1	/	/	/	i	/	/	17%	/	11%	-2%
CCOc1ncccc1C(=O)NCc1ccccc1F	1.1	6	1	i	-1.7%	7%	-2%	-3%	1%	-6%
CSCSC1=C(C#N)C(c2ccccc2Cl)C(C(C)=O)=C(C)N1 (stereo not given)	1.2	12	13	i	0.3%	-43%	-8%	-63%	0%	-8%
Cc1snc(SCC(=O)c2ccc(F)cc2)c1C#N	1	-4	-2	i	-4.9%	-12%	7%	16%	3%	-2%
C=CCNC(=O)N1CCCC(C(=O)c2cccc(Cl)c2)C1 (stereo not given)	1.1	4	6	i	-2.2%	2%	0%	-6%	4%	3%
COc1ccc(C(=O)Nc2ccccc2C(=O)N/N=C/c2ccccn2)cc1OC	/	/	/	i	/	/	1%	/	-13%	-3%
CCc1cc2c(=O)c(Oc3ccccc3)c(C)oc2cc1O	1.2	9	23	i	-1.3%	6%	-3%	11%	2%	-1%
O=C(O)CCCCCNc1nc2ncn(Cc3ccccc3)c2c(=O)[nH]1	1	15	5	i	-5.0%	10%	13%	4%	5%	-2%
CC(=O)c1ccc(N2CCN(C(=O)c3cc4c(-c5ccccc5F)nn(C)c4s3)CC2)cc1	1.1	17	-7	i	-6.4%	18%	1%	13%	5%	4%
COc1cc(NC(=O)CSc2nc(C)c(C)c(C)n2)c(C)cc1[N+](=O)[O-]	1	18	0	i	-4.6%	-5%	12%	-7%	0%	-5%
Fc1ccc(NC(=S)NC2CCCCC2)c(F)c1F	1.1	-7	3	i	-5.6%	16%	-2%	12%	-2%	-5%
COCCCn1c(SCC(=O)NC2CCCC2)nnc1-c1ccco1	1.1	7	7	i	-7.6%	4%	8%	-28%	8%	-3%
[O-]C1=N/[N+](=C/c2ccc(Cl)cc2)CC1	1	0	-13	i	-10%	-55%	92%	-102%	7%	-7%
Cc1nc2cc(N3CCCCC3)c(NC(=O)c3ccncc3)cc2c(=O)n1Cc1ccccc1	1.1	-21	0	i	-6.3%	2%	2%	2%	6%	-7%
CCN(CC)S(=O)(=O)c1ccc(Cl)c(C(=O)NCc2ccco2)c1	1.1	-19	-18	i	-6.2%	13%	-18%	2%	2%	3%
Cc1ccc(-n2c(N)c(C(=O)NCc3cccnc3)sc2=S)cc1	1.1	5	6	i	-7.2%	3%	15%	-2%	2%	1%
CC(C)C[C@H](NC(=O)OC(C)(C)C)C(=O)N1CCC(C(=O)O)CC1	1.1	-6	-12	i	-3.3%	1%	9%	-4%	3%	-6%
Cn1c(=O)c2c(nc(N3CCCCC3)n2CCNC2=NCCC2)n(C)c1=O	1.1	18	-10	i	0.7%	8%	12%	10%	0%	-9%
CCCS(=O)(=O)N1CCCC(C(=O)NCCCN2CCCC2=O)C1 (stereo not given)	1.3	19	16	i	1.3%	10%	-11%	10%	0%	-6%
CCN(CC)c1ccc(/C=N/NC(=S)NCc2ccco2)cc1	1.1	67*	15*	i	-2.0%	2%	14%	0%	9%	0%
COc1ccc(-c2[nH]n(-c3ccc([N+](=O)[O-])cc3)c(=O)c2C=NCc2ccc(F)cc2)cc1	1.2	-4	2	i	-9.7%	8%	27%	4%	2%	5%
CCOc1cc(/C=C2\C(=O)ON=C2C)ccc1OCc1ccccc1	1	-2	2	i	-1.4%	-3%	-16%	-12%	-1%	2%
Cc1nnc(NC(=O)CSCc2ccccc2)s1	1	-9	-22	i	-7.2%	0%	13%	0%	7%	-4%
O=C(CCCCCN1C(=O)c2ccccc2C1=O)Oc1ccc2c3c(c(=O)oc2c1)CCC3	0.9	16	-1	i	-6.5%	6%	-18%	0%	-1%	4%
(next part)
SMILES	TNAP activators	WT yeast gro inh	WT yeast gro inh mutant strain	Yfh1-off respiration	XIAP antagonists	human PMI inhibition	M17LAP inhibition	human PMI inhibitors	M1AAP inhibition	LYP phosphatase
O=C(Nc1nc2c(Cl)ccc(Cl)c2s1)c1ccco1	1.1	33	15	i	-3.1%	12%	-6%	5%	5%	-2%
COc1cc(NC(=S)N2CCN(C(c3ccccc3)c3ccccc3)CC2)cc(OC)c1	1.1	2	-1	?	-4.6%	22%	6%	24%	0%	10%
COc1ccc(OC)c(S(=O)(=O)Nc2cc(C(=O)O)ccc2N2CC3CC(C2)c2cccc(=O)n2C3)c1 (stereo not given)	1.1	-4	5	i	-5.9%	-20%	26%	-11%	1%	-7%
COc1ccc(/C(C)=N\NS(=O)(=O)c2ccccc2)cc1OC	1	-3	-1	i	-0.9%	2%	10%	4%	5%	-4%
CCC(=O)N/N=C(\C)CC(=O)Nc1ccc2c(c1)OCCO2	1.1	0	-10	i	-6.2%	1%	11%	3%	3%	-6%
Cc1nc(N2CCC(C)CC2)c2c(C)c(C(=O)O)sc2n1	1	-1	-14	i	-12%	-1%	35%	-7%	1%	0%
C=CCN=c1sc(C(=O)OC)cc(=O)n1CC=C	1.1	10	6	i	-2.4%	8%	2%	10%	-2%	-4%
CC(=O)c1cccc(Nc2cc(C)nc3ccccc23)c1	/	/	/	i	/	/	15%	/	4%	-5%
CCn1c(SCC(=O)NNC(=S)Nc2ccccc2)nnc1-c1ccc(Cl)cc1	2	15	6	i	-4.0%	7%	16%	-2%	-4%	-6%
O=C(CC1C(=O)NCCN1C(=O)Nc1ccc(F)cc1)Nc1cc(Cl)ccc1Cl (stereo not given)	/	/	/	i	/	/	-5%	/	6%	-2%
COc1ccc(-c2ccc(=O)n(CC(=O)Nc3cccc(O)c3)n2)cc1OC	/	-9	-20	i	/	/	5%	/	12%	/
Cc1ccc(Nc2ccc3nonc3c2[N+](=O)[O-])cc1	1	6	-2	i	-1.9%	8%	4%	13%	0%	-4%
CN(C)/N=C/C=C1\CCC/C(=C\c2ccc(F)c(F)c2)C1=O	1	10	13	i	0.1%	0%	1%	18%	15%	6%
OCCN=Cc1c(O)[nH]c2ccccc12	1.1	0	16	i	-4.6%	-9%	13%	-3%	3%	-1%
COc1cccc(CN2CCN(Cc3ccc(O)cc3)CC2CCO)c1 (stereo not given)	1	-7	-14	i	-3.5%	/	8%	/	-1%	-6%
